# MEP2-GFP yeast = modulators of MEP2-GFP levels in yeast, primary screen, S. cerevisiae, multiplex flow cytometry, MLPCN library | S. cerevisiae MEP2-GFP strain, 3 h; 100% = DMSO control level | GFP response vs DMSO, % at 10 µM | AID 2016, 2009 | 0.51% of 330,000 active;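 active = GFP response versus DMSO above a set limit, roughly screen mean plus 3 SD, cut at about 180% in these data; inconclusive = fewer than 70 cells counted for a yeast strain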;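 also: median GFP fluorescence of the barcode-gated MEP2-GFP cells per well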
# procasp7 counter = procaspase-7 activators, primary screen, counter-screen for procaspase-3 activator project, biochemical, absorbance, HTS, human. Caspase-7 (Homo sapiens), P55210. recombinant procaspase-7, Ac-DEVD-pNA absorbance 405 nm; D23A/D198A/D206A triple mutant, cannot self-cleave; scale: DMSO 0, 5 µM enzyme 100. activation, % at 8.5 µM. 0.093% of 330,000 active. AID 463210, 2010;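 active = percent activation above the screen-wide mean plus 3 SD, cut at about 25% in these data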
# Target sequence (P55210 whole entry D23A/D198A/D206A): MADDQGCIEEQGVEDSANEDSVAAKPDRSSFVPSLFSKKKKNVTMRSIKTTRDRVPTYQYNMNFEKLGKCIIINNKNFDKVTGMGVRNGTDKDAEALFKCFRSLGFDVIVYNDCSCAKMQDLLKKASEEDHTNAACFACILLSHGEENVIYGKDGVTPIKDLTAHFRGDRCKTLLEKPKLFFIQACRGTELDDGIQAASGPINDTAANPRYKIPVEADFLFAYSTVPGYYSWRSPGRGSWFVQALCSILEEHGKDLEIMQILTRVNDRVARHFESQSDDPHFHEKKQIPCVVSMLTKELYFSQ
#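 Replicates: singlicate. Assay system: Procaspase-7 triple mutant (PC-7 D3A). Signal: 405 nm absorbance of p-nitroaniline. Times: 1 h preincubation, 2 h reaction. Buffer or medium: Zinc-free HEPES pH 7.4 with 300 mM NaCl, 0.01% Triton X-100. Also added: DEVD-pNA substrate. Benchmarks: DMSO wells as 0%, DMSO with 5 µM added PC-7 as 100%.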
# JMJD2C inh = inhibitors of GASC-1 histone demethylase, primary screen, biochemical, fluorescence, DELFIA europium; Lysine-specific demethylase 4C (Homo sapiens), Q9H3R0; GST-JMJD2C(1-420) H3K9me3 demethylation; inhibition, % at 2.35 µM; 0.069% of 330,000 active; AID 2099, 2009;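 active = more than half of a compound's replicate wells show inhibition beyond 50%, single wells judged on their own value; inconclusive = some, but no more than half, of replicates pass 50% inhibition; inactive = no replicate passes 50% inhibition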;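 also: signal counts dimethyl H3K9 product captured on neutravidin plate; 0% = median of DMSO wells and 100% = 0.3 times that DMSO median; strong numbers were not always called active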
# Target sequence (Q9H3R0 1-420 limits assumed): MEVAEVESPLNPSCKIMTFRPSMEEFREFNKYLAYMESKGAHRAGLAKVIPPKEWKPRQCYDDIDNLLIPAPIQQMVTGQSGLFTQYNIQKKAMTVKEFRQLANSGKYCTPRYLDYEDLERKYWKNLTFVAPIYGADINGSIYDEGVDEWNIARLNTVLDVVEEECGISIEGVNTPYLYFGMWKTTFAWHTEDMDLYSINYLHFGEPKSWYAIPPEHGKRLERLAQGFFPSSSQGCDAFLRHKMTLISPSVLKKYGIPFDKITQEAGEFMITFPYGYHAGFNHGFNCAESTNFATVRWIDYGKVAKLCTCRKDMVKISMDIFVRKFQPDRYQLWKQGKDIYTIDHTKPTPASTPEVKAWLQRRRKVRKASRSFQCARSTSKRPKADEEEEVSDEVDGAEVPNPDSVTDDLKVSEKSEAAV
# Yeast superoxide = reduction of superoxide in aged yeast, primary screen, HTS. S. cerevisiae aged cells, superoxide DHE fluorescence; active compounds read low. AID 2690, 2010. 0.18% of 330,000 active. superoxide response (% of plate mean), % at 10 µM;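 active = superoxide response under a set limit, about three screen SD below normal, cut at about 65% in these data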;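 also: yeast aged for seven days with compound at 30 °C before DHE staining; 100% = average MFI of all compound-treated wells on the plate with controls excluded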
# proCasp3 act = activators of human procaspase-3 D3A mutant, primary screen, biochemical, absorbance, PC-3 D3A mutant, single concentration; 0.11% of 330,000 active; AID 463141, 2010; activation, % at 8.5 µM; recombinant procaspase-3 D3A, Ac-DEVD-pNA absorbance 405 nm;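 active = activation above the mean of all tested compounds plus 3 SD, cut at about 21% in these data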;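 also: 0% = DMSO alone and 100% = DMSO wells spiked with extra 5 µM PC-3 D3A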
# Target sequence (P42574 whole entry D9A/D28A/D175A): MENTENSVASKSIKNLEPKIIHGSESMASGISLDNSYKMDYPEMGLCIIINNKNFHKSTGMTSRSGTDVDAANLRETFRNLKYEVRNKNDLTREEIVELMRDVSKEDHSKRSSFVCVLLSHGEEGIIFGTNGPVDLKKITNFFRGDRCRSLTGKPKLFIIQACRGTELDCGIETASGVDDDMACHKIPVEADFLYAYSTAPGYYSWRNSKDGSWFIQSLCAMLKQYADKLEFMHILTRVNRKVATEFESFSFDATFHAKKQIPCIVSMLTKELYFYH
#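 Technique: 405 nm absorbance of p-nitroaniline, reads at 0 and 120 min; Test system: Procaspase-3 D3A mutant; Incubation: 1 h enzyme-compound preincubation, then 2 h substrate reaction, 25 °C; Repeats: singlicate, each compound tested once; Benchmarks: low control DMSO wells, high control DMSO plus 5 µM PC-3 D3A.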
# RPL19A-GFP yeast = RPL19A-GFP expression modulators in yeast, primary screen, cell-based, S. cerevisiae, multiplex flow cytometry, MLPCN; AID 2025, 2009; 0.3% of 330,000 active; S. cerevisiae RPL19A-GFP strain, 3 h; active compounds read low; percent response vs DMSO, % at 10 µM;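 active = percent response vs DMSO below 50%; inconclusive = fewer than 70 events counted for the yeast strain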;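 also: median channel GFP fluorescence of the barcoded RPL19A-GFP strain; ratio of sample median GFP to plate DMSO average so 100% = DMSO; lower means less RPL19A-GFP as with rapamycin TOR inhibition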
# AHR act = AHR activators, primary screen, cell-based, luminescence, luciferase reporter, human; Aryl hydrocarbon receptor (Homo sapiens), P35869; AHR-responsive luciferase reporter cells; activation, % at 5 µM; 2.5% of 320,000 active; AID 2796, 2010; in the data active = activation above about 47%;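 also: 0% = vehicle wells and 100% = reference agonist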
# LAP4-GFP MLPCN = modulators of LAP4-GFP expression in yeast, primary screen, S. cerevisiae, multiplex flow cytometry, MLPCN library; 3 h; median GFP as percent of DMSO wells; GFP response vs DMSO, % at 10 µM; 0.34% of 320,000 active; AID 2023, 2009;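 active = GFP response vs DMSO above a set limit, about the screen mean plus 3 SD, cut at about 150% in these data; inconclusive = under 70 cell events counted for the yeast strain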
# The depositor's hits bear a star; ? = inconclusive; · = not tested or not shown; & = joins results of further samples. Random draw from the library, and some 3.8% of all compounds hit somewhere here.
SMILES,MEP2-GFP yeast,procasp7 counter,JMJD2C inh,Yeast superoxide,proCasp3 act,RPL19A-GFP yeast,AHR act,LAP4-GFP MLPCN
CC(C)(C)c1ccc(/C=C/C(=O)N2CCOCC2)cc1,105,-7,-7,96,7,103,21,97
Cc1c2c(n3c(nc4ccccc43)c1C#N)N(CCN(C)C)CC2,?,-8,-2,90,-8,71,4,89
O=C(CCN1C(=O)/C(=C/c2cccs2)SC1=S)Nc1ccccn1,112,-10,-30,98,-11,110,-1,108
COc1ccc(OC)c([C@@H]2OCCC=C[C@H]2C)c1,96,-2,4,97,-5,103,-2,109
COC(=O)Nc1ccc(S(=O)(=O)N2CCN(CCN3C(=O)C4C5C=CC(C5)C4C3=O)CC2)cc1 (stereo not drawn),95,9,-19,100,-104,96,-1,96
CNC(=O)CSc1nnc(-c2ccco2)n1-c1ccccc1OC,105,11,-2,87,3,99,4,102
c1cc2c(cc1CN1CCN(C3CCCCCC3)CC1)OCO2,109,-4,-2,44*,-6,102,5,92
O=C1NC2(CCCCC2)C(=O)N1/N=C/c1ccc(O)cc1O,100,8,·,83,1,95,-1,98
Cc1ccc(NC(=O)[C@H](CC(C)C)NC(=O)[C@@H]2Cc3ccccc3CN2)cc1,108,-3,8,89,17,105,-1,99
CN(CC(=O)Nc1cccc(F)c1)C(=O)c1ccc(N2CCOCC2)c([N+](=O)[O-])c1,104,-5,-3,117,-1,106,7,110
CCOc1ccc(NC(=O)CCC(=O)Nc2nnc(CC)s2)cc1,100,6,23,89,3,97,1,98
O=C1S/C(=C/c2ccc(N3CCOCC3)o2)C(=O)N1Cc1ccc(F)cc1,95,-22,-62,108,-3,96,3,105
COc1ccc(C(=O)OCC(=O)Nc2c(C)n(C)n(-c3ccccc3)c2=O)cc1,102,5,1,105,11,100,2,99
Cc1cc(C)cc(NC(=O)CSc2nc3ccccc3nc2N2CCCC2)c1,85,39*,2,101,7,87,11,91
O=S(=O)(c1ccc(Cl)cc1)N1CCC(O)(c2cccnc2)CC1,100,9,-2,94,1,96,-1,93
O=C(c1cc(COc2ccc(F)cc2Cl)on1)N(CCO)Cc1cccs1,104,-4,3,82,5,99,-2,78
CC(=O)Nc1ccc(S(=O)(=O)N2CCN(CC3CC4C=CC3C4)CC2)cc1 (stereo not drawn),111,5,-11,103,-4,101,-3,98
CCCN(CCC)CCCNC(=O)c1cc2cc3ccc(Cl)cc3nc2o1,102,19,6,92,7,100,5,93
CCCC(=O)Nc1ccc(C(=O)NNC(=S)NC(=O)c2ccc(Br)o2)cc1,101,0,0,101,-3,99,1,98
COc1cccc(NC(=O)COC(=O)c2ccc(C)c(S(=O)(=O)N3CCCCC3)c2)c1,105,5,7,78,7,96,0,96
Cc1nc2ccccn2c1C(=O)N/N=C/c1ccc(CNC(=O)C(=O)Nc2ccccc2)o1,102,6,3,95,-3,102,5,99
CCCOc1cccc(NC(=O)OC2CCN(C)CC2)c1,104,-2,3,105,6,102,2,93
CCc1ccc(NC(=O)C2CCN(S(=O)(=O)c3ccc4c(c3)N(C(C)=O)CCO4)CC2)cc1,89,-7,-10,109,1,91,5,97
Cn1c(=O)n(CCCOc2ccc(Cl)cc2)c2ccccc21,95,1,4,95,-1,97,-13,98
Cc1ccc(NC(=O)CN(C)c2ccc(S(=O)(=O)N3CCCC3)cn2)cc1,101,4,1,103,7,99,2,103
O=C(CSc1n[nH]c(-c2ccccc2Br)n1)NC(=O)NCc1ccco1,101,-1,-20,100,1,102,7,102
COc1ccccc1CCNS(=O)(=O)c1cc2c3c(c1)CCN3C(=O)CC2,105,-2,8,88,3,91,2,116
CC1CCCCN1C(=O)COC(=O)CNC(=O)c1ccc(Cl)cc1Cl (stereo not drawn),104,5,-2,109,4,98,0,115
Cc1nn(CCc2nn[nH]n2)c2nc(-c3ccccc3)cc(C(F)(F)F)c12,99,-8,-1,78,11,105,2,95
O=C(NCc1ccccc1)c1cccc(Br)n1,102,6,-15,95,14,109,0,107
CCN1C(=O)c2cccc3c(Cl)ccc(c23)C1=O,97,11,-6,90,3,97,-7,95
COc1ccc(C(=O)N2CCCC(O)C2)cc1OC1CCN(C(C)C)CC1 (stereo not drawn),97,·,-1,88,·,105,·,65
Cc1cc(=O)[nH]c2cc(Cl)ccc12,94,1,-27,102,4,94,2,94
CCOC(=O)C(=NCC1CCCO1)NNc1ccccc1Cl (stereo not drawn),100,-12,-2,95,4,104,2,97
CON(c1nc(Cl)nc(N(C)C)n1)S(=O)(=O)c1ccccc1Cl,102,2,5,101,5,93,1,111
Nn1cc(-c2ccccc2)nc1SCC(=O)Nc1ccc(S(N)(=O)=O)cc1,106,3,9,96,-1,96,2,103
CCC(C)NC(=O)CSc1nnc(-c2ccc(Cl)cc2)n1N (stereo not drawn),96,11,-2,98,5,93,1,118
O=S(=O)(NCc1ccc2c(c1)OCO2)c1cccc2nsnc12,106,4,5,102,1,94,5,113
Cc1ccc(-n2c(-c3ccncc3)n[nH]c2=S)cc1,94,2,-1,117,-6,96,1,95
COc1ccc(-c2nn(Cc3ccccc3)cc2C(=O)N2CCN(c3ncccn3)CC2)cc1,112,-3,-5,103,-2,103,2,105
O=C(NCCc1ccccc1)c1ccc(CS(=O)(=O)Cc2ccc(F)cc2)o1,92,6,9,106,2,91,7,90
O=C(Cn1nnc(-c2ccccc2)n1)NCc1ccc2c(c1)OCO2,93,-9,3,98,9,92,41,91
CCCC(=O)N(c1ccc2oc(=O)sc2c1)S(=O)(=O)c1ccccc1,96,-39,-2,93,-12,96,2,96
CCOc1ccc(C(C(=O)NC2CCCCC2)N(C(=O)Cc2cccs2)c2ccc(-n3cnnn3)c(OC)c2)cc1 (stereo not drawn),98,2,1,120,7,100,2,89
O=C(Nc1nccs1)C1CCCCN1S(=O)(=O)c1ccccc1 (stereo not drawn),113,-1,-12,103,3,106,5,94
CN1CCN(Cc2nc3c([nH]2)c(=O)[nH]c(=O)n3C)CC1,101,-1,8,119,-12,99,-1,105
CC(=O)NNC(=O)CCn1nnc(-c2ccc(Cl)cc2)n1,100,9,-31,87,0,100,2,90
CCOc1cc(Cl)c(S(=O)(=O)NCCCN2CCOCC2)cc1Cl,103,5,1,112,-2,101,-3,98

# A second format for part of the listing above.
mol	MEP2-GFP yeast	procasp7 counter	JMJD2C inh	Yeast superoxide	proCasp3 act	RPL19A-GFP yeast	AHR act	LAP4-GFP MLPCN
O=C(NCCc1ccccc1)c1ccc(CS(=O)(=O)Cc2ccc(F)cc2)o1	92	6	9	106	2	91	7	90
O=C(Cn1nnc(-c2ccccc2)n1)NCc1ccc2c(c1)OCO2	93	-9	3	98	9	92	41	91
CCCC(=O)N(c1ccc2oc(=O)sc2c1)S(=O)(=O)c1ccccc1	96	-39	-2	93	-12	96	2	96
CCOc1ccc(C(C(=O)NC2CCCCC2)N(C(=O)Cc2cccs2)c2ccc(-n3cnnn3)c(OC)c2)cc1 (stereo not drawn)	98	2	1	120	7	100	2	89
O=C(Nc1nccs1)C1CCCCN1S(=O)(=O)c1ccccc1 (stereo not drawn)	113	-1	-12	103	3	106	5	94
CN1CCN(Cc2nc3c([nH]2)c(=O)[nH]c(=O)n3C)CC1	101	-1	8	119	-12	99	-1	105

# Other structures:
SMILES,MEP2-GFP yeast,procasp7 counter,JMJD2C inh,Yeast superoxide,proCasp3 act,RPL19A-GFP yeast,AHR act,LAP4-GFP MLPCN
Cn1c(=O)[nH]c(=O)c2c1nc(N1CCNCC1)n2CCOc1ccccc1,104,3,13,98,2,100,-3,103
CCCc1ccc(S(=O)(=O)N/N=C\c2ccc3c(c2)OCO3)cc1,103,·,1,100,·,116,·,78
CCN(C[C@H]1N[C@@](CC)(C(=O)OC)[C@H]2C(=O)N(Cc3ccccc3)C(=O)[C@@H]12)C(=O)Nc1ccc(C)cc1,103,-3,·,116,1,104,2,98
O=C(CN1C(=O)CCC1=O)NC(=O)NC1CCCC1,102,2,8,97,1,96,0,107
Cc1c(-c2ccccc2)n[nH]c1C(=O)N=Nc1c(O)[nH]c2ccccc12,100,1,-2,125,1,97,-6,93
O=C(CN(c1ccc2c(c1)OCCO2)S(=O)(=O)c1ccccc1)Nc1ccc2c(c1)OCO2,99,-4,-5&16,117,3,94,79*,·
CC(C)OC(=O)c1c(NC(=O)c2cnn3c2NC(c2ccccc2)CC3C(F)F)sc2c1CCCC2 (stereo not drawn),102,8,-5,111,7,102,-1,103
COc1ccc(OC)c(NC(=O)COC(=O)CCCN=C2NS(=O)(=O)c3ccccc32)c1,110,2,7,77,-6,86,0,163*
CN1CCC(NC(=O)c2cccc(Oc3ccccc3)c2)CC1,101,1,4,96,3,104,0,98
Cc1ccc(-c2nnn(CC(=O)N(c3ccccc3F)C(C(=O)NCC3CCCO3)c3c[nH]c4ccccc34)n2)cc1 (stereo not drawn),95,6,-4,114,-4,100,21,93
CN(C)S(=O)(=O)N(CCN1CCOCC1)Cc1ccccc1F,92,2,-1,101,5,99,0,95
Cc1cc(C)nc(N/N=C2/CCCC/C2=C\c2ccccc2)n1,92,3,8,102,-3,96,22,85
COc1cn(-c2ccccc2)nc1C(=O)NCc1ccc(C)cc1,104,-8,0,89,-4,102,10,88

# Quoted at random: two compounds from above
SMILES,MEP2-GFP yeast,procasp7 counter,JMJD2C inh,Yeast superoxide,proCasp3 act,RPL19A-GFP yeast,AHR act,LAP4-GFP MLPCN
CN(C)S(=O)(=O)N(CCN1CCOCC1)Cc1ccccc1F,92,2,-1,101,5,99,0,95
CCN(C[C@H]1N[C@@](CC)(C(=O)OC)[C@H]2C(=O)N(Cc3ccccc3)C(=O)[C@@H]12)C(=O)Nc1ccc(C)cc1,103,-3,·,116,1,104,2,98

# Screening data as filed in PubChem BioAssay.
